human PMI inhibition = inhibitors of human PMI, primary screen, biochemical, fluorescence intensity, coupled assay (AID 1209) | Mannose-6-phosphate isomerase (Homo sapiens) | purified PMI enzyme, coupled fluorescence intensity; higher % means a stronger effect | inhibition, % at 20 µM; hits with a dose series show IC50 in µM | 0.42% of 190,000 active;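 note: plate controls were DMSO vehicle for no effect and wells lacking substrate for full effect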
West Nile antiviral = West Nile virus antiviral activity, cell-based, CPE readout (AID 1621) | West Nile virus-infected cells, CPE inhibition; higher % means a stronger effect | one-dose CPE inhibition, % at 10 µM; IC50 in µM for titrated hits | 0.02% of 290,000 active; in the data active = a potency from the dose series; inconclusive = CPE inhibition mostly from about 3.7% at the one dose, without a potency; inactive = the rest, 99 in 100 with CPE inhibition below about 2.2%; note: strong numbers were not always called active
RSV CPE inhibition = RSV antiviral activity via CPE protection, HEp-2 cells, primary 10 µM value included (AID 2391) | 0.13% of 310,000 active | HEp-2 cells, RSV-induced CPE inhibition; higher % means a stronger effect | one-dose CPE inhibition, % at 10 µM; IC50 in µM for titrated hits; in the data active = a potency from the dose series; inconclusive = CPE inhibition mostly from about 23% at the one dose, without a potency; inactive = the rest, 99 in 100 with CPE inhibition below about 21%; note: strong numbers were not always called active
P. falciparum M17LAP = P. falciparum M17LAP inhibitors, primary screen, biochemical, fluorogenic H-Leu-NHMec substrate, 1536-well (AID 1619); recombinant M17LAP, H-Leu-NHMec fluorogenic kinetic assay; higher % means a stronger effect; inhibition, % at 30 µM; hits with a dose series show IC50 in µM; Leucine aminopeptidase (Plasmodium falciparum (isolate 3D7)); 0.38% of 220,000 active;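 active = compound inhibiting the enzyme by more than half at any dose during confirmatory dose-response retesting; inconclusive = strong single-dose inhibitors picked by rank but not retested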;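 note: plate controls were full reaction with DMSO carrier for no effect and no enzyme background for full effect; strong numbers were not always called active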
T cell HTS = modulators of CD8 T cell-vesicle binding, primary screen, mouse 2C CD8+ T cells, flow cytometry; calls only at 7 µM; 0.068% of 330,000 active; 2C CD8+ T cell-vesicle binding; active compounds read low;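 active = response, share of CD8 T cells binding vesicles, and their 90th percentile fluorescence all below set limits, cut at about 80% in these data, passing the limit was not always enough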
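Also added: QL9-peptide-loaded Drosophila micro-vesicles bearing Ld, ICAM-1 and B7-1; Test system: purified 2C TCR transgenic mouse naive CD8+ T cells; Measured by: cytometric PE anti-B7-1 and Alexa647 anti-CD8 signals after 1% paraformaldehyde fixation; Timing: binding step 1.5 h, 37 °C, antibody labelling 20 min, ice.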
TNAP activation fold = human TNAP enzyme activators, primary screen, biochemical, luminescent, no phosphate acceptor, uHTS (AID 1001) | Alkaline phosphatase, tissue-nonspecific isozyme (Homo sapiens) | purified TNAP, luminescent activation assay, no phosphate acceptor; higher activation fold means a stronger effect | activation fold at 20 µM; hits with a dose series show EC50 in µM | 0.03% of 200,000 active; in the data active = activation fold from about 3, or a potency from the dose series; inactive = the rest, 99 in 100 with activation fold below about 1.6; note: many of its hits are not listed in these tables
P. falciparum M1AAP = P. falciparum M1AAP inhibitors, biochemical, fluorogenic H-Leu-NHMec substrate, 1536-well (AID 1445). recombinant M1AAP, H-Leu-NHMec fluorogenic kinetic assay; higher % means a stronger effect. inhibition, % at 30 µM, or IC50 in µM where a hit was titrated. 0.42% of 220,000 active;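 active = primary inhibition above the hit cutoff, then over 50% inhibition at one or more dose response concentrations, cut at about 23% in these data, passing the limit was not always enough; inconclusive = conflicting primary data, or primary hits not chosen for dose response; inactive = low primary inhibition, or under 50% at every dose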;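 note: plate controls were DMSO full reaction for no effect and no enzyme background for full effect; strong numbers were not always called active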
K1F lysis inhibition = inhibition of K1F phage lysis, E. coli UTI89, bacterial capsule biogenesis inhibitors, alamar blue (AID 488966). E. coli UTI89 K1F phage lysis, alamar blue, 2 h; higher % means a stronger effect. one-dose inhibition, % at 100 µM; IC50 in µM for titrated hits. 0.02% of 340,000 active;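 active = phage lysis inhibition, versus mean bacterial control, above a set limit; inconclusive = no clear call, values can overlap the other calls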;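 note: capsule biogenesis inhibitors block K1F phage lysis so surviving cells raise fluorescence; higher fluorescence means more inhibition of phage lysis; actives were called in the ten point dose series up to 300 µM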
PMI inhibition = human PMI inhibitors, high substrate, primary screen, biochemical, fluorescence intensity, high mannose 6-phosphate (AID 1220). Mannose-6-phosphate isomerase (Homo sapiens). recombinant PMI enzyme, coupled fluorescence intensity; higher % means a stronger effect. one-dose inhibition, % at 20 µM; IC50 in µM for titrated hits. 0.66% of 190,000 active
T cell HTS vesicle-bound % = also measured in T cell HTS; calls as there; double positive events, %; measured here: CD8+ vesicle-bound cell fraction;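 binding gate set so that unloaded-vesicle control wells show 10% double positive cells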
* marks the source's active call; other numbers are inactive results; i = inactive; ? = inconclusive; / = not tested or not shown. Cut-off read from the data, not from the text of the source, unless noted: active = inhibition above about 50%; inactive = the rest.

Preview:
Sequence of screens: P. falciparum M1AAP	human PMI inhibition	T cell HTS	West Nile antiviral	K1F lysis inhibition	T cell HTS vesicle-bound %	P. falciparum M17LAP	PMI inhibition	RSV CPE inhibition	TNAP activation fold
- CN(C)S(=O)(=O)c1cccc(C(=O)Nc2ccc(Cl)cn2)c1
  5%	-2%	i	-0.6%	4.2%	30	4%	2%	1.1%	1.1
- O=C(NNc1ccccn1)c1ccccc1CC[N+](=O)[O-]
  6%	0%	i	0.1%	-1.1%	54	17%	10%	-0.5%	1.2
- COc1ccc(S(=O)(=O)Nc2ccc(OCC(=O)O)cc2)c2ccccc12
  /	/	i	0.6%	0.0%	20	/	/	3.2%	/
- O=C(c1ccccc1)N(Cc1ccco1)C1CCS(=O)(=O)C1 (stereo not drawn)
  4%	-5%	i	-0.5%	1.9%	53	-16%	6%	-0.2%	1.1

The whole of this part, from the first entry:
Sequence of screens: P. falciparum M1AAP	human PMI inhibition	T cell HTS	West Nile antiviral	K1F lysis inhibition	T cell HTS vesicle-bound %	P. falciparum M17LAP	PMI inhibition	RSV CPE inhibition	TNAP activation fold
- CN(C)S(=O)(=O)c1cccc(C(=O)Nc2ccc(Cl)cn2)c1
  5%	-2%	i	-0.6%	4.2%	30	4%	2%	1.1%	1.1
- O=C(NNc1ccccn1)c1ccccc1CC[N+](=O)[O-]
  6%	0%	i	0.1%	-1.1%	54	17%	10%	-0.5%	1.2
- COc1ccc(S(=O)(=O)Nc2ccc(OCC(=O)O)cc2)c2ccccc12
  /	/	i	0.6%	0.0%	20	/	/	3.2%	/
- O=C(c1ccccc1)N(Cc1ccco1)C1CCS(=O)(=O)C1 (stereo not drawn)
  4%	-5%	i	-0.5%	1.9%	53	-16%	6%	-0.2%	1.1
- Cc1cc(C)cc(NS(=O)(=O)c2ccc(NC(=S)NC(=O)c3ccc(Br)o3)cc2)c1
  7%	9%	i	0.8%	0.3%	48	5%	8%	13%	0.8
- COc1ccc(S(=O)(=O)NCC2CCCN(C(=O)C3CCCC3)C2)cc1 (stereo not drawn)
  4%	-4%	i	-1.1%	0.0%	24	-6%	-9%	-1.7%	1.1
- CCOc1ccccc1NC(=O)CS(=O)(=O)c1cn(CC(=O)N2CCOCC2)c2ccccc12
  /	/	i	-0.2%	0.1%	56	/	/	1.3%	/
- Cc1ccc(S(=O)(=O)N(C)C)cc1NC(=O)COC(=O)c1sc2cc(Cl)ccc2c1Cl
  -1%	/	i	0.6%	0.0%	47	-2%	/	1.6%	/
- COc1cc(C(=O)Nc2cccc(-c3nc4cc(C)ccc4o3)c2)cc(OC)c1OC
  -3%	-6%	i	0.7%	0.1%	37	-6%	-13%	1.9%	1.1
- CCCOc1ccc(/C(CC)=N/NC(=O)C2(C)CC2(Br)Br)cc1 (stereo not drawn)
  5%	0%	i	-0.9%	0.6%	26	-3%	8%	0.2%	1
- COc1cc2c(cc1OC)C(C(=O)Nc1cc(C)c(OC)c(C)c1)CC(=O)N2 (stereo not drawn)
  /	/	i	-0.3%	0.1%	59	/	/	0.1%	/
- Cc1cc(NC(=O)C2CCCO2)ccc1Br (stereo not drawn)
  10%	-7%	/	1.4%	0.7%	/	0%	-11%	0.1%	1.2
- CCc1ccc(OCC(=O)N/N=C2\CC(=O)c3ccccc32)cc1
  8%	-2%	i	1.9%	0.6%	36	21%	-2%	-3.3%	0.9
- Cc1ccc(OCC(=O)NNC(=O)Cn2nnc(-c3ccccc3)n2)cc1
  0%	-8%	i	0.4%	0.0%	62	-6%	-9%	2.3%	2.1
- CN(C)CCN1CC(O)=C(c2nc3ccccc3s2)C1=N
  0%	/	i	0.1%	-0.1%	15	-1%	/	-1.6%	/
- CCCCOc1ccc(NC(=O)c2cc(F)c(F)cc2Cl)cc1
  3%	4%	i	-0.4%	0.1%	5	7%	1%	0.7%	1
- COc1ccc(N(C(=O)Cn2nnc(-c3ccccc3F)n2)C(C(=O)NCC2CCCO2)c2ccc(Cl)cc2)cc1 (stereo not drawn)
  2%	10%	i	0.6%	0.1%	23	6%	14%	0.1%	1.1
- N#Cc1ccc(N2CCOCC2)c([N+](=O)[O-])c1
  2%	-10%	i	-0.3%	2.6%	49	19%	-3%	16%	1
- CCCN1CCC(NC(=O)C2CCN(C(C)=O)CC2)CC1
  /	/	i	0.0%	-0.3%	57	/	/	2.7%	/
- C[C@H](NC(=O)N1CCn2c1nc1ccccc12)C(=O)NCc1ccc(F)cc1
  /	/	i	-1.2%	0.3%	35	/	/	5.7%	/
- O=C(Nc1nnc(C2CC2)o1)c1ccc(S(=O)(=O)N2CCCc3ccccc32)cc1
  -22%	-6%	i	/	0.0%	44	8%	2%	-2.5%	1
- Nc1nc(-c2ccc(Cl)cc2)cc(C(F)(F)F)n1
  1%	6%	i	1.1%	0.4%	57	0%	1%	4.5%	1.1
- COc1ccccc1OCC(=O)Nc1ccc2c(c1)OCCO2
  /	/	i	-0.2%	-0.3%	36	/	/	0.9%	/
- CCCCOC(=O)c1ccc(NC(=O)CSCc2n[nH]c(=O)[nH]2)cc1
  7%	11%	i	0.1%	0.3%	20	6%	10%	1.9%	1.4
- COc1ccc(CN=C(C)c2c(C(F)(F)F)[nH]n(-c3nc4ccccc4s3)c2=O)cc1
  -4%	12%	i	-0.8%	0.3%	16	5%	5%	-0.5%	1.1
- Cc1ccsc1C(=O)N1CCCC(CCC(=O)N2CCN(c3ccccn3)CC2)C1 (stereo not drawn)
  11%	7%	i	-0.4%	-0.3%	47	-3%	0%	5.1%	1.1
- Cc1nn(CC(=O)NCCc2ccccc2)c(=O)c2ccccc12
  0%	-2%	i	0.5%	i	54	9%	2%	1.5%	1.1
- OCCN(CC(O)COc1ccccc1)CC(O)Cn1ccc2ccccc21 (stereo not drawn)
  -2%	8%	i	-0.3%	1.1%	52	5%	-1%	-0.4%	1.1
- Cc1ccc(CNS(=O)(=O)c2ccc3c(c2)NC(=O)C(C)S3)cc1 (stereo not drawn)
  /	/	i	-0.4%	0.0%	21	/	/	17%	/
- COc1ccc(CCNC(=O)COC(=O)Cn2cnc3ccccc3c2=O)cc1
  -2%	/	i	0.0%	0.3%	59	-3%	/	-0.1%	/
- Cc1cc([N+](=O)[O-])nn1Cc1noc(C(=O)NCc2ccc3c(c2)OCO3)n1
  /	/	i	-0.3%	1.1%	35	/	/	2.8%	/
- O=S(=O)(NC1c2cccc3cccc(c23)C1Sc1ncccn1)c1ccccc1 (stereo not drawn)
  2%	11%	i	-1.1%	1.9%	31	12%	8%	9.6%	1
- COc1cccc(NC(=O)CSc2nc(C3CC3)nc3ccccc23)c1
  /	/	i	-0.5%	0.3%	33	/	/	6.2%	/
- CC(C(=O)NCC1CCCO1)n1cc([N+](=O)[O-])cn1 (stereo not drawn)
  -1%	10%	i	0.6%	0.2%	40	-2%	13%	0.3%	1
- COc1ccc2c(N)c(C(=O)NN)[nH]c2c1
  8%	/	i	0.1%	1.2%	45	-3%	/	4.3%	/
- COc1ccc(-c2nnc3sc(CCN4C(=O)c5ccccc5C4=O)nn23)cc1
  -3%	7%	i	-0.3%	3.7%	34	6%	7%	0.0%	1.1
- COc1ccc(-n2cnc3cc(NC(=O)c4ccco4)ccc32)cc1
  0%	-5%	i	-0.6%	0.1%	12	22%	-5%	4.9%	0.9
- O=C(COC(=O)c1ccco1)NCc1ccc(F)cc1
  11%	-2%	i	1.1%	-0.1%	56	9%	-1%	2.8%	1.1
- O=[N+]([O-])c1ccc(NC(=S)NCc2ccc(F)cc2)cc1
  /	/	i	0.8%	2.0%	56	/	/	15%	/
- COc1cc(C)c(N(C(C)=O)c2ccccc2)c(C)c1
  -8%	-6%	i	0.2%	0.2%	48	-6%	-4%	1.9%	1
- CC(c1ccccc1)c1nnc(NC(=O)Nc2ccccc2)s1 (stereo not drawn)
  /	/	i	0.1%	0.3%	20	/	/	20%	/
- COc1ccc(-n2c3c(cc(C(=O)Nc4cccc(C)n4)c2=O)C(=O)CC(C)(C)C3)cc1
  0%	-9%	i	0.2%	0.7%	51	7%	-13%	2.5%	1
- COCCCNC(c1ccccc1)c1ccncc1 (stereo not drawn)
  5%	-6%	i	0.1%	-0.7%	32	3%	-4%	2.0%	1.1
- Cc1cc(Oc2nc3ccccn3c(=O)c2/C=C(\C#N)C(=O)NC2CCS(=O)(=O)C2)ccc1Cl (stereo not drawn)
  /	/	i	-1.0%	0.0%	31	/	/	?	/
- CC1(C)CC(NC(=O)COc2ccc([N+](=O)[O-])cc2)CC(C)(C)N1
  4%	2%	i	0.1%	/	47	1%	6%	-0.5%	1.1
- NC(=O)C(c1ccc(F)cc1)c1ccc(C(=O)c2ccccc2)cc1 (stereo not drawn)
  /	/	i	-1.1%	0.2%	58	/	/	10%	/
- N/C(=N\OC(=O)/C=C/c1ccccc1)c1cccnc1
  5%	8%	i	0.3%	0.0%	58	0%	6%	0.4%	1.1
- CC(C)(C)c1nc(N)nc(=O)[nH]1
  0%	/	i	0.4%	0.9%	38	-1%	/	2.4%	/
- CCOC(=O)c1ncn2c1C(=O)OC2(C)C
  -1%	4%	i	0.5%	-0.4%	44	2%	8%	0.7%	1.1
- CC(C)CNC(=O)CCc1nc(-c2ccccc2)no1
  2%	/	i	0.6%	-1.6%	16	0%	/	1.0%	/

(list continues)
Sequence of screens: P. falciparum M1AAP	human PMI inhibition	T cell HTS	West Nile antiviral	K1F lysis inhibition	T cell HTS vesicle-bound %	P. falciparum M17LAP	PMI inhibition	RSV CPE inhibition	TNAP activation fold
- CCc1cc2cccc(C)c2nc1SCC(=O)NC1CCCC1
  /	/	i	-1.4%	0.1%	48	/	/	1.2%	/
- Cc1nc2c(-c3ccc(F)cc3)c(C)nn2c(C)c1CCC(=O)N1CCOCC1
  8%	3%	i	0.1%	-2.4%	32	14%	1%	2.4%	1.1
- CSc1ccccc1NC(=O)CSCc1ccc(Br)cc1
  0%	8%	i	/	1.6%	19	2%	7%	/	1.1
- CCOc1ccccc1N=Nc1c(C)[nH]n(-c2ccccc2)c1=O
  /	/	i	-1.7%	0.3%	62	/	/	1.8%	/
